sdo1 growth = compounds rescuing growth of sdo1-depleted yeast, bone marrow failure model; actives 0.21% (n = 140,000); S. cerevisiae sdo1-depleted JHY4D growth rescue, OD600 30 h; stronger effect = higher value; pdr5 snq2 efflux-pump mutant strain; z-score at 10 µM;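 active means z-score above 3 at both the 24 hr and the 30 hr optical density reads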;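 further: z-score against mean and SD of all compound wells on the same plate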
Insulin prom inh = TRM-6 insulin promoter activity inhibition | inhibition, % at 2 µM | actives 0.9% (n = 130,000) | TRM-6 cells (human fetal islet line), insulin promoter-eGFP reporter, imaging; reporter expression induced with tamoxifen;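 active means inhibition above the mean plus 3 SD, with well images judged a real hit on visual review, cut at about 60% in these data, passing the limit was not always enough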
sdo1 growth Rescue 24 h = further read-out of sdo1 growth, marked with its call; z-score; S. cerevisiae sdo1-depleted JHY4D growth rescue, OD600; measured here: growth rescue at 24 h;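 0 is the plate mean of compound wells and units are plate SD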
* = called active by the depositor; . = not tested or not shown.

Second line of a record – sdo1 growth	sdo1 growth Rescue 24 h	Insulin prom inh
> Cc1ccc(NC(NC(=O)OCCn2c([N+](=O)[O-])cnc2C)C(Cl)(Cl)Cl)cc1 (stereo not given)
→ -0.49	0.14	.
> Cc1ccccc1Nc1c(-c2ccc(N3CCOCC3)cc2)nc2ncccn12
→ .	.	20.0
> CN(Cc1ccccc1)C(=O)c1cc(-c2ccc(Br)cc2)on1
→ -1.54	-1.11	21.0
> Cc1cc(C)nc(NS(=O)(=O)c2ccc(N=Cc3c(C)[nH]n(-c4ccccc4)c3=O)cc2)n1
→ 0.95	0.55	17.9
> Cc1ccc(N(CC(=O)NCc2ccncc2)S(C)(=O)=O)cc1
→ 0.26	-0.29	-100.0
> NC(=O)c1cc([N+](=O)[O-])ccc1NCCN1C(=O)c2ccccc2C1=O
→ .	.	-28.6
> CCCCOc1c(Cl)cc(CNC(C)(C)CO)cc1OCC
→ 0.54	-0.68	-60.0
> CCCCn1nc2cc(C(=O)NC3CCCc4ccccc43)ccc2c1OCC (stereo not given)
→ -0.72	-0.48	.
> CCc1cc2c(=O)c(-c3nc4ccccc4n3C)c(C)oc2c(CN2CCN(CCO)CC2)c1O
→ 0.5	-0.07	-15.2
> Cc1cc(C)cc(NC(=S)NCCc2c[nH]c3ccccc23)c1
→ -2	-1.4	27.8
> C/C(CC(=O)NCc1ccc(Cl)cc1)=N\NC(=O)c1ccccc1F
→ .	.	17.6
> NC(=O)C1(N2CCCCC2)CCN(C(=O)CSc2nc3ccccc3s2)CC1
→ 0.33	0.74	-200.0
> COc1cc(C=O)ccc1Oc1nc(Nc2ccc(F)cc2F)nc(N2CCOCC2)n1
→ .	.	-14.3
> Cc1ccc(N(C(=O)C(F)(F)F)C(C(=O)NC2CCCCC2)c2ccncc2)cc1C (stereo not given)
→ 0.67	0.33	.
> CC(=O)Nc1ccc2ccc3cccc4ccc1c2c34
→ -1.08	-0.62	.
> N#C/C(=C/c1ccc(N2CCOCC2)o1)c1ccc(Br)cc1
→ -1.82	-1.05	-54.3
> C=CCSc1nnc2n(CCc3ccccc3)c(=O)c3c4c(sc3n12)COC(C)(C)C4
→ -2.33	-1.96	14.3
> CN(C)CCNC(C(=O)Nc1cccc(C(F)(F)F)c1)c1ccccc1 (stereo not given)
→ .	.	-22.2
> CCO/C=C1/C(=O)N(Cc2ccccc2)C(=O)c2ccccc21
→ 0.96	0.38	50.0
> CCCN1Cc2cccc(C(=O)NCc3ccccc3)c2C1=O
→ 0.37	0.59	-14.3
> CC(=O)Oc1ccc2nc(CN3C(=O)c4ccc([N+](=O)[O-])cc4C3=O)oc(=O)c2c1
→ .	.	54.5
> CCc1noc(C)c1C(=O)N1CCCC1
→ 0.11	0.17	58.3
> CCOC(=O)N1CCN(c2c(NCCCN(CC)Cc3ccccc3)c(=O)c2=O)CC1
→ 0.59	0.39	.
> CCOC(=O)Cn1cc([N+](=O)[O-])c(OC)n1
→ 0.57	-0.38	-44.9
> CC1CC(C)CN(CCCSc2ccccc2)C1 (stereo not given)
→ 0.11	0.24	-49.2
> CCc1c(C)nc2ncnn2c1NCCc1ccccc1
→ -0.91	-0.98	-10.8
> O=C(N/N=C1\CCCc2ccccc21)c1cccc(Br)c1
→ .	.	-42.9
> COc1cccc(S(=O)(=O)Nc2ccc(C(=O)NCc3ccco3)cc2)c1
→ 0.94	0.96	-2.7
> COc1cccc(C(=O)Cn2c(=N)n(C)c3ccccc32)c1
→ -0.08	-0.16	8.7
> CN(CC(=O)Nc1ccc(F)cc1)C(=O)CSc1nc2ncc(Cl)cc2[nH]1
→ .	.	-163.6
> O=C(Nc1ccc(N2C(=O)C3C4C=CC(C4)C3C2=O)cc1)Nc1nnc(C(F)(F)F)s1 (stereo not given)
→ 0.64	1.46	.
> Cc1ccc2c(c1)c1nnc(SCC(=O)N3CCN(c4ccc(F)cc4)CC3)nc1n2CC(=O)O
→ 0.93	0.58	.
> Nc1cc2c([N+](=O)[O-])cccc2o1
→ 0.22	0.8	-10.3
> c1ccc(CCn2c(C3CC3)nc3ccccc32)cc1
→ 0.63	0.63	-59.3
> CNc1nc(CCN2C(=O)c3ccccc3C2=O)cs1
→ 0.25	-0.38	10.0
> CCCc1c(C)c2cccc(C)c2[nH]c1=O
→ -0.1	0.09	3.9
> Cc1cccc(NC(=O)c2cnc3ccccn3c2=O)c1
→ 0.39	0.52	60.0
> C#CCSc1nncn1C(=O)/C=C/c1ccccc1
→ 0.47	0.33	.
> CC1CCc2nc3ccc(S(=O)(=O)N4CCC(C(=O)N5CCCCC5)CC4)cc3c(C(=O)O)c2C1 (stereo not given)
→ 0.94	0.85	.
> COc1ccc(Cn2c(-c3ccc(OC)c(O)c3)nc3ccccc32)cc1O
→ .	.	19.1
> Cc1cc(NC(=O)CSc2n[nH]c(N)n2)no1
→ .	.	46.1
> CSCCC(=O)Nc1nc(-c2ccccn2)cs1
→ .	.	-36.4
> COc1ccc(CNS(=O)(=O)NCc2ccc(OC)c(OC)c2)cc1
→ .	.	15.4
> COc1cc(CNn2cn[nH]c2=S)cc(Cl)c1OCc1ccc(F)cc1
→ 0.39	-0.64	.
> C[C@]12CCC3C(CC=C4C[C@@H](O)CC[C@@]43C)C1CCC2[C@]1(C)CCC(=O)O1 (stereo not given in full)
→ -0.64	0.29	-13.9
> CCC(Sc1nc(C)cc(=O)[nH]1)C(=O)Nc1nc(-c2ccccc2)cs1 (stereo not given)
→ 0.36	0.65	20.0
> CN(Cc1ccc(OC(F)F)cc1)Cc1nc2c(Br)cc(Br)cc2c(=O)[nH]1
→ .	.	0.0
> CC(=O)N1N=C(c2ccco2)CC1c1ccc(Br)cc1 (stereo not given)
→ 0.34	0.18	.
> COc1ccc(OC)c(NC(=O)Cn2c(CCC(=O)O)ccc2-c2cccs2)c1
→ 0	-0.74	23.1
> COc1ccc(-c2nnc(OCc3ccccc3)c3ccccc23)cc1
→ -0.21	0.19	7.4
> CCn1c(SCC(=O)Nc2nc(C)c(C)s2)nc2cccnc21
→ 0.04	0.51	-5.6
> CCOc1ccccc1NC1=C(Cl)C(=O)N(Cc2ccccc2)C1=O
→ 0	-0.59	8.1
> N#CCn1cnc2sc(-c3ccccc3)cc2c1=O
→ .	.	-5.9
> Nc1nc(SCC(=O)NCc2ccccc2Cl)[nH]c(=O)c1NC(=O)c1ccccc1F
→ -0.09	-1.12	40.0
> CC(OC(=O)c1cc2sccc2n1C)C(=O)NCc1ccco1 (stereo not given)
→ -3.21	-2.21	-51.4
> CCOc1ccc2nc(Cl)sc2c1
→ .	.	-44.4
> Cc1noc(C)c1CSc1nnc(-c2c[nH]c3ccccc23)n1-c1ccc(Cl)cc1
→ -0.2	1.4	0.0
> COC(=O)c1ccccc1NC(=O)Cn1nc(C(F)(F)F)c2c1CCC2
→ -0.89	-1.09	-19.4
> COc1cccc(NC(=S)N(CCCN2CCCC2)Cc2ccco2)c1
→ .	.	-20.0
> N#Cc1c(N)c(C#N)c(-c2ccc(O)cc2)c2c1CCCC2
→ -1.73	-0.51	33.3

Further results.
Second line of a record – sdo1 growth	sdo1 growth Rescue 24 h	Insulin prom inh
> Cc1ccc(NC(=S)NNC(=O)c2cn(C)nc2C)cc1
→ 0.57	-0.34	11.5
> NS(=O)(=O)c1ccc(NC(=O)COC(=O)C23CC4CC(CC(C4)C2)C3)cc1
→ 0.4	0.35	-5.1
> COc1ccc(-n2c(Cc3cccn3C)nnc2SCC(=O)Nc2ccc3c(c2)OCO3)cc1
→ -0.52	-0.9	.
> COc1cc(C)c(Cl)c(C)c1S(=O)(=O)NCc1cccnc1
→ 1.04	0.94	25.0
> CC(=O)N(c1ccc(C(C)C)cc1)C1C=CS(=O)(=O)C1 (stereo not given)
→ 2.26	0.92	-2.7
> CN(CCC#N)C(=O)COC(=O)c1nn(-c2ccccc2)c(=O)c2ccccc12
→ .	.	0.0
> C=CCn1c(-c2cccs2)nc2nc3ccccc3nc21
→ -0.62	-0.3	41.4
> CC(C)Cn1c(N)c(C(=O)CSc2nnnn2C)c(=O)n(C)c1=O
→ -0.04	-0.29	8.8
> COc1cc(S(=O)(=O)NCC2COCCO2)ccc1-n1cnnn1 (stereo not given)
→ 0.8	0.25	.
> COc1ccc(N2CC(O)=C(c3nc(C)cs3)C2=N)cc1
→ -0.54	-1.47	.
> Cc1ccc(CNC(=O)CCc2nc3ccccc3c(=O)[nH]2)cc1
→ 0.4	-0.18	.
> O=S(=O)(c1ccccc1F)N1CCN(C(=S)NCc2ccccc2)CC1
→ .	.	-136.4
> CC1CCN(C(=O)C2CCN(CCCc3ccccc3)CC2)CC1
→ -0.89	-1.15	28.1
> CC(C)(C)SCCNC(=O)CN(c1ccc(F)cc1)S(C)(=O)=O
→ -0.37	1.03	-114.3
> CC(OC(=O)c1cc(-c2cccnc2)nc2ccccc12)C(=O)Nc1ccc2ccccc2c1 (stereo not given)
→ 0.07	0.88	20.0
> CCOC(=O)c1[nH]c(C)c(C(=O)NCCN2CCOCC2)c1C
→ 0.58	0.1	.
> Nc1nc(-c2ccco2)nn1S(=O)(=O)c1ccc(Cl)cc1
→ .	.	-40.0
> Cc1cc(=O)oc(C)c1C(=O)NCC1COc2ccccc2O1 (stereo not given)
→ 0.16	0.2	-61.3
> O=C(COc1ccc(F)cc1)NN1C(=O)CSC1=S
→ .	.	-18.2
> COCCNC(=O)CSc1nc2cc3c(cc2c(=O)n1Cc1ccco1)OCO3
→ 0.44	-0.11	28.9

Pulled by compound from the list above, 2 records:
Second line of a record – sdo1 growth	sdo1 growth Rescue 24 h	Insulin prom inh
> COc1cc(C)c(Cl)c(C)c1S(=O)(=O)NCc1cccnc1
→ 1.04	0.94	25.0
> COCCNC(=O)CSc1nc2cc3c(cc2c(=O)n1Cc1ccco1)OCO3
→ 0.44	-0.11	28.9

The results go on:
Second line of a record – sdo1 growth	sdo1 growth Rescue 24 h	Insulin prom inh
> O=C(N/N=C/c1ccccc1F)c1ccc(COc2ccccc2Cl)o1
→ -0.76	-0.27	31.0
> CCCCc1cc(=O)oc2c(CN3CCCC3)c(O)ccc12
→ 0.24	-0.14	.
> CSc1ccc(/C=C/C(=O)c2ccc(O)cc2)cc1
→ -1.42	-1.64	.
> COc1ccc(C(=O)Nc2ccccc2C(=O)NC(Cc2c[nH]c3ccccc23)C(=O)O)cc1 (stereo not given)
→ .	.	60.0
> COC(=O)c1sc(=S)n(-c2cccc(Cl)c2)c1N
→ 1.39	0.58	0.0
> CCCCN(C(=O)CN1CCOCC1)c1c(N)n(CC(C)C)c(=O)[nH]c1=O
→ 0.5	-0.3	.
> Cn1c(N)c(S(=O)(=O)NCc2ccc(Cl)cc2)c(=O)n(C)c1=O
→ .	.	-50.0
> CCSC(=O)NC12CC3CC(CC(C3)C1)C2
→ 1.35	1.32	27.0
> CCC(C)(C)n1nnnc1C(C(C)C)N1CCC(C(N)=O)CC1 (stereo not given)
→ 0.67	0.74	-25.0
> CC(=O)c1c[nH]c2ccc(C)cc2c1=O
→ 0.48	0.07	31.4
> CCc1nnc(NC(=O)CSc2nnc(Cc3cc(=O)[nH]c(=O)[nH]3)n2-c2ccc(OC)cc2)s1
→ .	.	77.8*
> COc1cc(C(=O)Oc2cccc(Nc3ncnc4ccccc34)c2)cc(OC)c1OC
→ -1.63	-1.78	.
> NC(=O)COc1ccc(NC(=O)c2ccccc2-c2ccccc2)cc1
→ .	.	-58.8
> Cn1ncc(Br)c1C(=O)N1CCc2ccccc21
→ 0.39	-1.12	13.3
> COc1ccc(-c2cc(-c3nnc(COC(=O)C4CC4)o3)c3ccccc3n2)cc1OC
→ -0.04	0.15	20.0
> COC(=O)C(C)Sc1snnc1-c1ccccc1 (stereo not given)
→ -0.22	0.14	-25.0
> Cn1cnc2cc(NC(=O)c3ccc(Cl)cc3)ccc21
→ 1.06	0.72	.
> CCc1ccccc1NC(=O)C(CC)Sc1nc2cc3c(cc2c(=O)n1Cc1ccco1)OCO3 (stereo not given)
→ 1.11	0.94	-100.0
> O=C(OC1CCOC1=O)c1cccc(S(=O)(=O)Nc2ccc(F)cc2)c1 (stereo not given)
→ 1.15	1.83	50.0
> Oc1ccccc1CNc1ccc(Br)cn1
→ -1.3	-0.68	31.6
> O=S(=O)(c1cccc2nsnc12)N1CCN(c2ncccn2)CC1
→ -0.48	-0.53	-24.3
> CC(C)(C)NC(=O)c1ccc(COc2ccccc2Br)o1
→ -0.16	0.48	.
> COc1ccccc1N(C)S(=O)(=O)c1ccc(C(=O)OCC(=O)c2c[nH]c3ccccc23)cc1
→ -0.97	-0.32	-16.7
> Cc1cnc(CN2CCc3c([nH]c4ccccc34)C2C2CCCCC2)[nH]1 (stereo not given)
→ .	.	-84.6
> CCOP(=O)(OCC)C(Nc1cc(Cl)cc(Cl)c1)c1cccc(O)c1 (stereo not given)
→ .	.	-5.3
> CCC(=O)NNc1nc2c(C)c(C)ccc2s1
→ .	.	17.1
> CC1(C)NC(=O)N(CC(=O)OCC(=O)Nc2cc(S(=O)(=O)N3CCCCCC3)ccc2Cl)C1=O
→ -0.14	-0.46	.
> CCn1c(SCC(=O)NCc2ccccc2)nnc1-c1ccccc1O
→ 0.83	0.73	57.1
> CCCCCCC1CCC(c2nc(-c3ccncc3)no2)CC1 (stereo not given)
→ -0.58	-0.44	-12.7
> O=C(CCNC(=O)Cn1ccc2ccccc2c1=O)NCCN1CCN(c2cccc(Cl)c2)CC1
→ 0.2	-0.52	.
> CCOc1cc2c(C#N)c(N3CCCCC3)nc(N)c2c(N)n1
→ -0.83	-0.69	-3.9
> CCN(CC(=O)NCc1ccc(F)cc1)C(=O)COc1ccc(C)c(C)c1
→ 0.24	-0.01	0.0
> Cc1ccc(CSc2nnc(-c3cccnc3)o2)cc1
→ -0.38	-0.79	-25.0

Compound activity deposited in PubChem by several laboratories.
